HIF act – HIF pathway transcriptional activation; activation, % at 7.5 µM (by protocol); actives 0.32% (n = 300,000); U2OS HRE-luciferase reporter, luminescence; normalized: DMSO 0%, desferrioxamine 100%;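 active = mean activation of at least 10% of the iron chelator positive control signal, with at least half of replicates also reaching 10%; inconclusive = mean and replicate majority disagree about reaching 10%; inactive = mean and most replicates under 10%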
HSF1 inhib – HSF1 inhibition; NIH3T3-HGL HSE-luciferase, MG132-induced, luminescence 8 h; stronger effect = lower value; activity change, negative = inhibition, % at 7.5 µM (by protocol); actives 0.77% (n = 300,000);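 active = more than half of replicate wells show activity change below -50%, luminescence cut by over half; inconclusive = some wells, but at most half, below -50%; inactive = no replicate well below -50%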;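 also: luciferase reports HSF-1 transcriptional activity via heat shock element; 0% = median of DMSO wells and -100% = zero luminescence signal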
HSP90 refold inh – blocks HSP90-mediated luciferase refolding in reticulocyte lysate; actives 0.91% (n = 290,000); AID 1789; Rabbit reticulocyte lysate, luciferase refolding luminescence, 3 h; inhibition, % at 5.6 µM;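 active = inhibition above the screen-wide mean plus 3 SD, computed separately per campaign, cut at about 16% in these data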;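 also: 0% = DMSO wells and 100% = 60 µM geldanamycin wells; inhibitors lower the luminescence because luciferase stays unfolded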
HSF1 activator – increases HSF-1 driven luciferase reporter signal | activation, % at 9 µM | actives 1.7% (n = 300,000) | NIH3T3-HGL HSF-1 luciferase reporter, MG132, 8 h; 100% = twice DMSO control signal;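 active = mean replicate activation of at least 50% with a set share of replicates each reaching 50%; inconclusive = only one of those two conditions met; inactive = mean below 50% and too few replicates reaching it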;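 also: 0% = median of the neutral control wells and 100% = twice that signal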
SKKanGAS inh – inhibitors of SKKanGAS S. pyogenes growth in kanamycin (SK-promoter or general growth effect); inhibition, % at 7.5 µM; BacTiter-Glo, 6 h; actives 1.3% (n = 300,000);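 active = mean replicate score, as percent of positive control median, at least 50; inconclusive = mean below 50 but one replicate at or above 50; inactive = mean and every replicate below 50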;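 also: strain carries kanamycin resistance gene driven by streptokinase promoter and grows in 40 µg/ml kanamycin; loss of luminescence reflects streptokinase promoter inhibition or plain growth inhibition; 0% = median of DMSO wells and 100% = positive control at its reference dose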
AI-2 QS mod – Vibrio harveyi AI-2 quorum sensing modulation; Vibrio harveyi JMH597 AI-2 luminescence/OD600 ratio, 9 h; stronger effect = lower value; strain lacks LuxN and CqsS sensors; 0 = neutral-control median; activity change, % at 7.5 µM; actives 0.4% (n = 300,000); AID 2094; in the data active = activity change below about -75%, passing the limit was not always enough; inconclusive = no clear call, values can overlap the other calls;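 also: luminescence divided by OD600 gain over 9 h not by final OD600 alone; inactives centre near 13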
Platelet DG rel – platelet dense granule release activity. human platelet-rich plasma, SFLLRN dense granule ATP release, luminescence. inhibition, %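 (compounds screened at 7.5 µM in platelet-rich plasma)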. actives 0.22% (n = 300,000). AID 1663;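 active = mean replicate score, as percent of positive control, at or above 50; inconclusive = mean below 50 but at least one replicate at or above 50; inactive = mean and every replicate below 50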
aSyn 5UTR inh – MLPCN primary screen, SNCA 5' untranslated region. inhibition, % (tested at 7.5 µM). AID 1813. alpha-synuclein 5'UTR reporter, inhibitor activity. actives 0.82% (n = 300,000); in the data active = inhibition above about 60%; inconclusive = no clear call, values can overlap the other calls;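 also: H4 neuroglioblastoma cells stably carrying SNCA 5'UTR luciferase fusion; 0% = DMSO wells and 100% = positive control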
IEC-6 tox – IEC-6 cytotoxicity, counter-screen for KLF5 inhibitors; luminescence viability; inhibition, % at 5 µM; actives 0.78% (n = 290,000); AID 1825; in the data active = inhibition above about 22%;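 also: 0% = plate median of test compound wells and 100% = cytotoxic reference compound wells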
KLF5 inhibitor – kruppel-like factor 5 inhibition; actives 0.23% (n = 290,000); inhibition, % at 5 µM; DLD-1 KLF5 promoter-luciferase reporter, luminescence;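 active = inhibition above a per-plate limit of that plate's mean compound inhibition plus 3 SD, cut at about 60% in these data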;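 also: 0% = DMSO wells and 100% = LY294002 at 200 µM; higher means less KLF5 promoter-driven luciferase light; inactives centre near -14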
An asterisk follows results filed as active; ? = inconclusive; / = not tested or not shown.

(1) CC(C)n1cnc2cc(NCc3ccccc3O)ccc21
(2) O=C(C1CC1)N(CCc1ccccc1)Cc1nc2ccccc2c(=O)[nH]1
(3) COc1ccccc1Cn1c(=O)c2ccccc2n2c(SCC(=O)N3CCCCC3)nnc12
(4) COc1ccc(OC)c(CN2CCN(C(=O)c3ccc(F)cc3)CC2)c1
(5) O=C(c1cc2cc(Br)cc(Br)c2oc1=O)N1CCCC1
(6) CC1CN(c2ccc(Oc3ccccc3)cc2)c2nc3c(c(=O)[nH]c(=O)n3C)n2C1 (centres undefined)
(7) Cc1ccc(Sc2ncccc2COC(=O)NC(C)C)cc1
(8) COc1ccc(NS(=O)(=O)c2ccc(O)c(NC(=O)c3ccc(S(=O)(=O)N4CCCCCC4)cc3)c2)cc1
(9) O=C(CSc1nncn1-c1ccccc1)NCc1cccs1
(10) O=C(NCc1ccccc1)C(c1ccc(F)cc1)N(Cc1ccc2c(c1)OCO2)C(=O)Cn1nnc(-c2cccs2)n1 (centres undefined)
assay / entry	1	2	3	4	5	6	7	8	9	10
HIF act	1.2	/	0.7	0.0	-1.0	0.1	1.2	0.0	-0.2	-1.3
HSF1 inhib	7	/	-11	-3	-5	-2	19	3	-1	5
HSP90 refold inh	-1	-1	-1	1	-3	1	-5	0	1	-4
HSF1 activator	8	/	1	9	-6	-1	22	-7	-12	6
SKKanGAS inh	-3	/	-2	-4	-3	-11	-5	28	2	8
AI-2 QS mod	1	12	41	12	25	2	10	21	9	21
Platelet DG rel	5	/	4	-6	2	-6	-2	-10	15	1
aSyn 5UTR inh	-44	/	25	-2	4	24	-89	-56	-13	22
IEC-6 tox	-10	1	0	2	-3	-6	0	2	-3	-2
KLF5 inhibitor	-21	3	-18	-36	2	-9	-36	7	-21	-47

(11) O=C(O)CC1S/C(=N/N=C/c2ccc(-c3ccccc3[N+](=O)[O-])o2)NC1=O (centres undefined)
(12) COc1cc([N+](=O)[O-])ccc1NC(=O)CN1CCN(C(=O)c2ccco2)CC1
(13) C=CCn1nc(-c2ccccc2)c(N2CCCCC2)cc1=O
(14) CCCC(=O)N(CCc1ccc(OC)cc1)Cc1nc2ccccc2c(=O)[nH]1
(15) c1ccc(-c2noc(CSc3nnc(Cc4cccs4)n3-c3ccccc3)n2)cc1
(16) Cc1nc2ccc(C(=O)OCc3ccccc3Br)cc2nc1C
(17) CC(=O)NNC(=S)Nc1cccc(F)c1
(18) CCOc1cc(/C=N/NC(=O)Nc2ccccc2)ccc1O
(19) O=C(Nc1ccccc1C(F)(F)F)c1cc(S(=O)(=O)N2CCC3(CC2)OCCO3)ccc1F
(20) O=C(O)Cn1c(SCc2cccc3ccccc23)nc2ccccc21
assay / entry	11	12	13	14	15	16	17	18	19	20
HIF act	-0.3	-2.4	-0.4	-0.2	-0.1	1.6	-0.4	2.8	-0.2	-0.6
HSF1 inhib	-2	-11	-3	16	13	19	5	9	-8	-4
HSP90 refold inh	1	1	0	5	4	3	-2	10	-2	-2
HSF1 activator	6	-26	3	38	25	42	-2	16	3	8
SKKanGAS inh	3	-1	-9	-2	4	15	-7	-11	-1	2
AI-2 QS mod	24	34	8	-2	45	3	27	31	3	9
Platelet DG rel	-4	3	14	-8	-2	-5	11	-4	-40	-6
aSyn 5UTR inh	-8	34	13	4	-6	-166	-21	-197	13	3
IEC-6 tox	-6	4	2	-9	-6	1	3	2	15	-5
KLF5 inhibitor	-22	0	2	-21	-30	-45	-21	-30	-5	-9

(21) O=C(COc1ccccc1Cl)NC1CC1
(22) CCOC(=O)CN1C(=O)S/C(=C/c2ccc(O)c([N+](=O)[O-])c2)C1=O
(23) CC(=O)[C@@H]1[C@@H](C)N(Cc2ccccc2)C(=O)N[C@H]1c1ccccc1
(24) C=C(C)c1cccc(C(C)(C)NC(=O)Nc2ccc3[nH]c(=O)[nH]c3c2)c1
(25) CC(C(=O)N1CCCc2ccccc21)N1CCN(S(=O)(=O)c2ccccc2F)CC1 (centres undefined)
(26) COc1ccc(Cc2nnc(N/N=C/c3ccc(O)cc3)[nH]c2=O)cc1OC
(27) Cc1[nH]c2ccccc2c1C(=O)C(=O)N1CCN(C)CC1
(28) CC1CCc2c(sc3ncn(Cc4ccc(C(=O)O)cc4)c(=O)c23)C1 (centres undefined)
(29) O=C(c1cc(S(=O)(=O)N2CCOCC2)ccc1Cl)N1CCc2ccccc2C1
(30) CCCCC(=O)Nc1cc(OCC)c(NC(=O)c2ccccc2[N+](=O)[O-])cc1OCC
assay / entry	21	22	23	24	25	26	27	28	29	30
HIF act	0.8	-0.2	-0.4	-0.1	-0.1	2.4	0.1	1.5	0.2	-0.3
HSF1 inhib	4	-2	-3	-5	11	-6	-3	7	-7	-8
HSP90 refold inh	2	-3	/	-4	4	-2	2	2	-2	-3
HSF1 activator	6	12	0	-14	5	-6	-3	15	5	1
SKKanGAS inh	4	5	1	1	-5	-1	5	1	-1	3
AI-2 QS mod	18	22	13	18	-4	?	9	11	10	24
Platelet DG rel	-7	5	-3	-6	12	-1	5	-1	0	12
aSyn 5UTR inh	-11	14	5	16	-7	82*	-15	-56	23	12
IEC-6 tox	-6	-9	/	-2	-3	-3	-4	6	2	0
KLF5 inhibitor	-43	-27	/	-34	-24	65*	-51	-28	-34	-14

(31) COc1ccc(-c2oc3ncn4nc(COc5ccccc5)nc4c3c2-c2ccc(OC)cc2)cc1
(32) O=C(CN(Cc1ccccc1)S(=O)(=O)c1ccccc1)NC1CC1
(33) Cc1ccccc1NC(=S)Nc1ccc2cn[nH]c2c1
(34) CCOC(=O)C1=C(C)N=C2c3ccccc3C(=O)C2C1c1ccc(C)cc1 (centres undefined)
(35) Cc1cccc(-c2onc3ccc(C4(C)OCCO4)cc23)c1
(36) O=C(NCCNc1ccc([N+](=O)[O-])cc1C(F)(F)F)c1ccccc1
(37) COC(=O)c1ccc(COc2ccccc2/C=C/C(=O)c2ccc(OCC(=O)O)cc2)cc1
(38) COC(=O)c1ncccc1SC
(39) COc1ccc(NC(=O)/C(C#N)=C\c2ccc(Br)o2)cc1
(40) CCCc1cc(Nc2cccc(OCC)c2)n2ncnc2n1
assay / entry	31	32	33	34	35	36	37	38	39	40
HIF act	0.8	-0.3	4.9	0.4	-4.1	-0.8	0.2	-0.1	2.9	-0.2
HSF1 inhib	-2	-1	-8	12	-6	-2	7	1	12	3
HSP90 refold inh	-2	0	9	0	3	2	2	6	5	1
HSF1 activator	-10	12	-5	26	-2	-8	-12	0	0	35
SKKanGAS inh	1	0	-14	19	12	-3	21	8	-7	-2
AI-2 QS mod	6	13	-8	28	8	-8	-8	4	15	11
Platelet DG rel	0	-2	6	5	0	-5	7	3	-1	3
aSyn 5UTR inh	21	10	-104	12	-12	4	-31	4	-114	-3
IEC-6 tox	-1	0	-4	2	0	6	1	7	-1	4
KLF5 inhibitor	-18	-35	-65	2	-25	-20	-15	16	-31	-31

Taken from above.
Entry for entry 28 under HSF1 activator: 15
Entry for entry 20 under IEC-6 tox: -5
Entry for entry 39 under AI-2 QS mod: 15
Entry for entry 6 under SKKanGAS inh: -11

Continued.
(41) Cc1ccccc1C(=O)NC(=S)N(C)CCc1ccccn1
(42) Cc1nn(-c2ccccc2)c(C)c1C(=O)NCCc1ccc(Cl)cc1
(43) COc1cc(NC(=O)c2ccccc2)c(OC)cc1NC(=O)CN1CCOCC1
(44) O=C(c1ccccc1Br)N1CCN(c2ncccn2)CC1
(45) Cc1oc(-c2cccs2)nc1CN1CCC(C(=O)N2CCCC2)CC1
(46) CCCNC(=O)c1ccc(COc2ccc(C(C)(C)C)cc2)o1
(47) CC1(C)Cc2c(sc3c2c(=O)n(-c2cccc(Cl)c2)c(=O)n3CC(N)=O)CO1
(48) COC(=O)CSc1nnc(NC(=O)C2CC(=O)N(c3ccc(F)cc3)C2)s1 (centres undefined)
(49) Cc1cccc(C)c1OCC(=O)NC1CC1
(50) O=C(O)c1cccc(N2CCCC2)c1
assay / entry	41	42	43	44	45	46	47	48	49	50
HIF act	0.1	-0.5	-30	-1.1	0.9	1.8	0.0	0.1	-0.3	-1.1
HSF1 inhib	0	12	8	0	0	0	-3	2	-1	-3
HSP90 refold inh	4	-3	2	0	-3	9	-1	-1	2	0
HSF1 activator	1	17	36	-6	2	0	11	-8	39	-16
SKKanGAS inh	4	-3	0	-1	4	4	-2	50*	-5	-1
AI-2 QS mod	14	23	-33	19	6	1	-1	-3	8	23
Platelet DG rel	4	0	-7	-5	-1	-3	27	22	0	2
aSyn 5UTR inh	-3	-24	13	4	9	-32	15	-4	18	-3
IEC-6 tox	-1	2	1	3	2	-2	-8	0	2	-3
KLF5 inhibitor	-14	0	-41	-6	-12	-79	-25	-31	-17	-3

Reprinted at random: three entries already listed.
(43) COc1cc(NC(=O)c2ccccc2)c(OC)cc1NC(=O)CN1CCOCC1
(48) COC(=O)CSc1nnc(NC(=O)C2CC(=O)N(c3ccc(F)cc3)C2)s1 (centres undefined)
(41) Cc1ccccc1C(=O)NC(=S)N(C)CCc1ccccn1
assay / entry	43	48	41
HIF act	-30	0.1	0.1
HSF1 inhib	8	2	0
HSP90 refold inh	2	-1	4
HSF1 activator	36	-8	1
SKKanGAS inh	0	50*	4
AI-2 QS mod	-33	-3	14
Platelet DG rel	-7	22	4
aSyn 5UTR inh	13	-4	-3
IEC-6 tox	1	0	-1
KLF5 inhibitor	-41	-31	-14

Other records follow.
(51) CCOc1ccccc1CN1CCNC(=O)C1CC(=O)NC1CCCCC1 (centres undefined)
(52) CCOC(=O)c1c(CN2CCOCC2)n(-c2ccccc2)c2cc(Br)c(O)c(CN(C)C)c12
(53) O=C1c2ccccc2CC1Sc1nnc(-c2ccncc2)o1 (centres undefined)
(54) O=C(NCc1ccco1)C(=O)NCC1OCCN1C(=O)c1ccc(Cl)cc1 (centres undefined)
(55) COc1ccccc1CNS(=O)(=O)c1ccc(-n2cccn2)cc1
(56) COC(=O)Nc1ccc(N2CCOCC2)c(S(=O)(=O)N2CCOCC2)c1
(57) CC(C)N(C(=O)CN1CCC(c2nc3ccccc3[nH]2)CC1)C(C)C
(58) O=C(NC1CCc2ccccc21)c1cc(COc2c(F)cccc2F)on1 (centres undefined)
assay / entry	51	52	53	54	55	56	57	58
HIF act	-0.6	0.0	0.1	0.1	0.1	-0.6	2.6	1.4
HSF1 inhib	-8	15	-3	-6	15	0	-5	10
HSP90 refold inh	0	0	-3	6	1	0	-4	1
HSF1 activator	-26	18	1	4	48	-8	-3	14
SKKanGAS inh	-3	6	-1	-4	2	1	-6	11
AI-2 QS mod	-5	19	16	-7	3	15	13	-35
Platelet DG rel	0	1	0	1	-1	0	-1	7
aSyn 5UTR inh	-6	26	-20	-8	4	12	15	3
IEC-6 tox	4	0	-2	-6	-7	4	0	8
KLF5 inhibitor	-5	-8	-35	-19	-19	-13	-25	-24

No enrichment for hits; any-hit rate near 6%.
